Bioassay records deposited in PubChem BioAssay by National Center for Advancing Translational Sciences (NCATS).
RORg inh = blocks mouse ROR gamma transcriptional activity; P51450; Drosophila S2 Gal4-RORgamma UAS-luciferase reporter, 20 h; Potency, µM (top dose mostly 53.6 µM), for the others: at the top dose activity change, negative = inhibition, most hits filed as inhibitors; 310,000 tested, 5.4% active; also: potency is read from the fitted curve at half-maximal effect; % is scaled to controls: 0 for no effect and ±100 for the full control effect; nearly all actives have a fitted effect of over 60% in size
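In this cell-based reporter format, copper sulfate (700 uM final) drives Gal4–ROR gamma fusion expression from a metallothionein promoter in Drosophila Schneider cells; compounds preincubated 1 hr, reporter read after 20 hr at ambient temperature.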
ELG1 DNA repair = blocks ELG1-dependent DNA repair in HEK293T cells. Potency, µM (top dose mostly 46.1 µM), inactives show at the highest dose activity change, negative = inhibition, usual class: inhibitors. HEK293T ELG1-luciferase reporter, luminescence, 16 h; DNA damage induced by 5-fluorouridine. AID 504467. 330,000 tested, 2.3% active; also: potency is read from the fitted curve at half-maximal effect; % is scaled to controls: 0 for no effect and ±100 for the full control effect; nearly all actives have a fitted effect of over 55% in size
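Overnight (16 hr) co-exposure of 2,000 cells/well to 5-fluorouridine and compound at 37 °C preceded detection. Luciferase was quantified via ONE-Glo luminescence; loss of signal denotes inhibition.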
BRCA1 expr act = activators of BRCA1 expression. 380,000 tested, 1.1% active. MCF7-BRCA1-FFLuc reporter, luminescence, 48 h; response scale: scaled: vehicle 0%, 10 µM genistein 100%. Potency, µM (series often up to 46.1 µM), inactives show at the top dose activation, most hits filed as activators; also: potency is read from the fitted curve at half-maximal effect; nearly all actives have a fitted effect of over 80% in size; some results filed as inactive show a strong effect at the top dose
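Luminescence from a BRCA1-driven firefly luciferase in MCF7 cells was the read-out, taken 15 min after substrate addition following 48 h compound exposure at 37 °C. Data were normalized to a 10 microM genistein control and DMSO vehicle.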
p53 reactivator = mutant p53 re-activation in reporter cells. AID 504706. 320,000 tested, 0.063% active. Potency, µM (titrated, usually from 92.2 µM), for the others: at the top dose activity change, positive = activation, hits mostly activators. H1299 p53-A138V BP100-luciferase reporter, luminescence, 24 h; also: potency is read from the fitted curve at half-maximal effect; % of control where 0% means no effect; nearly all actives have a fitted effect of over 45% in size
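p53-null H1299 cells stably carrying temperature-sensitive p53-A138V and a BP100-luciferase reporter were pinned with compounds (4-point, 1:5 series) and held 24 hrs at 37 deg C. Luminescence was read 10 min after detection reagent.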
Rab9 promoter act = activators of Rab9 promoter; 320,000 tested, 2.8% active; Huh7 Rab9 promoter-luciferase reporter, luminescence, 24 h; Potency, µM (titrated, usually from 9.22 µM), for inactives: at the top dose activation, negative = inhibition, most hits filed as activators; also: potency is read from the fitted curve at half-maximal effect; % of control where 0% means no effect; nearly all actives have a fitted effect of over 60% in size
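Cells were plated at 1500 per well in reduced-serum medium with 10% FBS and left 2 h. Compound in DMSO was then added for 24 h at 37 °C. Reporter signal was read by luminescence after 10 min with luciferase detection reagent.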
ELG1 genotox = induces genotoxicity in HEK293T cells with luciferase-tagged ELG1 | Potency, µM (doses to about 46 µM), for the others: at the top dose activity change, positive = activation, hits mostly activators | HEK293T ELG1-luciferase reporter, luminescence, 16 h | 330,000 tested, 1.3% active | AID 504466; also: potency is read from the fitted curve at half-maximal effect; % of control where 0% means no effect; nearly all actives have a fitted effect of over 60% in size
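Genotoxicity was scored as increased ELG1-luciferase reporter signal, measured by ONE-Glo luminescence (30 min, room temperature). Compound or vehicle exposure of the HEK293T reporter cells lasted 16 hr at 37°C.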
VP16 counter = Gal4-VP16 reporter inhibition counter-screen; Drosophila S2 Gal4-VP16 UAS-luciferase, luminescence, 20 h; Potency, µM (top dose mostly 53.6 µM), for the others: at the top dose activity, negative = inhibition, most hits filed as inhibitors; 310,000 tested, 3.5% active; AID 2546;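 also: Gal4-VP16 expression switched on by copper sulfate through the metallothionein promoter; potency is read from the fitted curve at half-maximal effect; % is scaled to controls: 0 for no effect and ±100 for the full control effect; nearly all actives have a fitted effect of over 50% in size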
TRPV1 ag = human TRPV1 agonism; Q8NER1; TRPV1-expressing cells, Fluo-8 calcium influx, agonist mode; activation, % at 8.33 µM; 320,000 tested, 0.19% active; in the data active = activation above about 80%; inconclusive = between about 30% and that limit; also: 0% is about no effect
Target sequence (Q8NER1 whole entry, looked up): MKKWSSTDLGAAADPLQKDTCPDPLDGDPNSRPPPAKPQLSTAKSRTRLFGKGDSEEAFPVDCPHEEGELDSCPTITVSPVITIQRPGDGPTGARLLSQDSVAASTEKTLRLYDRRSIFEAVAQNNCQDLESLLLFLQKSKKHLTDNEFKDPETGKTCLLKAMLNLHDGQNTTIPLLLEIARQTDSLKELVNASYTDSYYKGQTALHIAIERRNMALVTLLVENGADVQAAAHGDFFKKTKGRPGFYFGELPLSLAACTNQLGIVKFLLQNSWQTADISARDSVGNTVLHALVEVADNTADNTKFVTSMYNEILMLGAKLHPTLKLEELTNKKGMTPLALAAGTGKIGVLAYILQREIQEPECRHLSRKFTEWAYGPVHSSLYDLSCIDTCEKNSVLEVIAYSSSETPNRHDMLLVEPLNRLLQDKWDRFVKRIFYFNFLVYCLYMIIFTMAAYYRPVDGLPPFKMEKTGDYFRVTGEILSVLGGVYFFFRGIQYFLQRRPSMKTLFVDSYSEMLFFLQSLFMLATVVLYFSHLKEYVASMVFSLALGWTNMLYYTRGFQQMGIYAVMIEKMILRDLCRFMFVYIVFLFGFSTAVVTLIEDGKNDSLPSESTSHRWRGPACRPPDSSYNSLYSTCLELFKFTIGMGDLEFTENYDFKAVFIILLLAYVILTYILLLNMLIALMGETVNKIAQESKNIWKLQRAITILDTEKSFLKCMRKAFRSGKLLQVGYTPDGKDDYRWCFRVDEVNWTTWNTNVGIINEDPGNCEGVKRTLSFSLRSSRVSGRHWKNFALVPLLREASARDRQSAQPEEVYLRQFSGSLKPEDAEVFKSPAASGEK
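TRPV1-expressing cells were cultured overnight at 35.5C and loaded with Fluo-8 calcium dye for 40 to 90 min at room temperature. After a 10 s baseline, compound was added and calcium influx was read kinetically for 3 min (ex 480/em 520 nm).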
Tb PFK block = blocks T. brucei phosphofructokinase; O15648; T. brucei PFK, ADP-Glo luminescence; Potency, µM (series often up to 57.5 µM), for the others: at the highest dose activity, negative = inhibition, hits mostly inhibitors; 330,000 tested, 0.17% active; AID 485367;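 also: potency is read from the fitted curve at half-maximal effect; 0% = uninhibited 1x PFK enzyme wells and -100% = no-enzyme wells; nearly all actives have a fitted effect of over 60% in size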
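ADP-Glo luminescence quantified ADP after 45 min at room temperature, with 1.25 nM T. brucei PFK, 0.1 mM ATP and 0.5 mM fructose-6-phosphate in pH 8.0 TEA buffer. qHTS titrations up to 57 µM; curves classified by quality.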
FLuc modulator = counter-screen for miR-21 project: firefly luciferase inhibitors or activators; P08659; purified FLuc, Km substrates, luminescence inhibition; Potency, µM (doses to about 57.5 µM), for inactives: at the top dose activity change, negative = inhibition, most hits filed as inhibitors; 360,000 tested, 6.9% active; AID 588342;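 also: potency is read from the fitted curve at half-maximal effect; plate controls were vehicle for no effect and reference inhibitor for full effect; nearly all actives have a fitted effect of over 55% in size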
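Biochemical qHTS of compounds, final roughly 60 µM downward over six points, against 10 nM purified firefly luciferase using Km concentrations of substrates (10 uM D-luciferin, 10 uM ATP) in Tris acetate pH 7.5 buffer; luminescence output.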
NPC1 promoter act = NPC1 promoter activation; Huh7 NPC1 promoter luciferase reporter, 24 h; Potency, µM (highest dose often 9.22 µM), inactives show at the top dose activation, hits mostly activators; 320,000 tested, 2.4% active;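 also: potency is read from the fitted curve at half-maximal effect; % of control where 0% means no effect; nearly all actives have a fitted effect of over 60% in size; reporter is driven by a mutant NPC1 promoter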
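In 1536-well qHTS, Huh7 cells harboring an NPC1 promoter–luciferase construct received compound for 24 h; activation was quantified by luminescence following luciferase reagent addition.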
* marks the source's active call; other numbers are inactive results; ? = inconclusive; nt = not tested or not shown; & = joins results of further samples; [ ] = remark or other dose. Unless noted, calls follow the shape of the dose curve; as a rule, active = well fitted curve in the direction sought with a large enough effect; inconclusive = small, poorly fitted or top-dose-only effect, or another doubt; inactive = no such curve, though single readings can be large; an effect the other way counts as inactive or inconclusive. Not a hit list, and some 15% of all compounds hit somewhere here.

Each structure is followed by: ELG1 genotox | ELG1 DNA repair | VP16 counter | RORg inh | TRPV1 ag | Rab9 promoter act | Tb PFK block | BRCA1 expr act | FLuc modulator | p53 reactivator | NPC1 promoter act
Cc1ccc(N(C(=O)c2ccc3c(c2)OCO3)C2C=CS(=O)(=O)C2)cc1 (centres undefined)
    3% | -3% | 2% | 11% | 0 | 0% | 12% | -6% | -8%[2.3 µM] | 5% | -1%
Cc1noc(C)c1-c1csc(N2CCC(C(N)=O)CC2)n1
    ? | ? | nt | nt | nt | -2% | -2%&3% | ? | 3% | ? | -3%
CCC(=O)NC(=S)Nc1c(C)cc(Br)cc1C
    -6% | -18% | 7.1µM* | 3.2µM* | 23 | 1% | 11% | -23% | -2% | -5% | -5%
Cc1ccc(NC(CC(=O)c2ccccc2)c2ccc(F)cc2)cc1 (centres undefined)
    -1% | ? | -1% | 32% | ? | 0% | -3% | 2% | -1% | ? | 3%
O=C(N=Nc1c(O)[nH]c2ccc(Br)cc12)c1cc(-c2cccc3ccccc23)n[nH]1
    -6% | -19% | -2% | -19% | -2 | 2% | -1% | -24% | ? | 0% | -3%
O=S(=O)(NCc1csc(-c2cccnc2)n1)c1ccc(F)cc1
    -4% | -2% | -2% | -7% | -3 | 2% | 2% | 3% | -2% | -3% | 4%
CCCCN(C(=O)c1ccc(S(=O)(=O)N(C)C)cc1)c1nc2ccccc2s1
    3% | -1% | 1% | 22% | 2 | 0% | 0% | 2% | 1% | 8% | -1%
CCN(C(=O)c1cc2cc(OC)ccc2oc1=O)c1ccccc1
    -4% | -1% | 10% | -1% | 0 | -2% | -6% | 1% | 2%[2.3 µM] | -1% | -2%
CC(=O)c1ccc(NS(=O)(=O)c2ccc(-c3cnc(C4CC4)o3)cc2)cc1
    3% | 11% | -3% | 16% | 1 | 0% | -1% | -27%&-3% | ? | 3% | -2%
c1ccc(Nc2nc(NCc3ccco3)c3ccccc3n2)cc1
    -14% | 9.2µM* | ? | -39% | -3 | -18% | 3% | -61% | ? | 4% | 0%
CCOC(=O)c1c(NC(=O)c2nn(CC)cc2Br)sc(C)c1C
    -6% | ? | 8% | 30% | 12 | -12% | -5% | -61% | -1% | -1% | -1%
Cc1nc2nc(SCC(=O)O)nn2c(C)c1Cc1c(F)cccc1Cl
    -1% | 8% | 0% | 10% | -2 | 1% | 0% | -12% | ? | 1% | -3%
Cc1ccc(Cn2ncc3c(NCCCN(C)C)ncnc32)cc1
    3% | 8% | 0% | 15% | -2 | 7% | 11% | -1% | 4% | -6% | 0%
COc1ccc(N2CCN(C(c3cccs3)C(C)NC(=O)c3ccc4c(c3)OCO4)CC2)cc1 (centres undefined)
    -8% | ? | -5% | 30% | 18 | -5% | 0% | -27% | -2% | 1% | 0%
O=C(CN1C(=O)c2ccccc2S1(=O)=O)NC1CCCCC1
    8% | 11% | 2% | -14% | 2 | 15% | 0% | 7% | 0% | 17% | 1%
Cc1ccc(NC(=O)Nc2cc(C)on2)cc1
    -6% | ? | 8% | 2% | 25 | ? | -22% | ? | 15µM* | 21% | ?
CSc1ccc(S(=O)(=O)NCC(=O)OCC(=O)N(Cc2ccccc2)C(C)C)cc1[N+](=O)[O-]
    -9% | 5% | nt | nt | 2 | 13% | -3% | -13% | 5% | 5% | 7%
Fc1cc(NCc2ccccc2)nc(NCc2ccccc2)n1
    0% | ? | -3% | -7% | 17 | 26% | -5% | 33% | -12% | ? | 8%
CC(C)C(=O)Nc1nc2ccc(S(C)(=O)=O)cc2s1
    -2% | 19% | 20% | -3% | -3 | 18% | -1% | 11µM* | ? | 26% | 14%
CCOC(=O)C(C)Oc1ccc(C2NC(=O)NC(C)=C2C(C)=O)cc1Br (centres undefined)
    -1% | 1% | 6% | -26% | -1 | -2% | -14% | -3% | 0% | -7% | -6%
CC(=O)Nc1ccc(S(=O)(=O)NC(C)C(=O)NCC(c2ccco2)N2CCCCC2)cc1 (centres undefined)
    2% | 20% | nt | nt | -1 | -4% | -7% | -1% | 6% | 7% | 0%
Cc1ccc(N=Nc2c(C)[nH][nH]c2=O)c(C)c1
    ? | 18% | 20% | 11% | 1 | 23% | 2% | -53% | 7.6µM* | ? | 3%
Cc1nc(SCC(N)=O)[nH]c(=O)c1CCC(C)C
    -2% | ? | -2% | -1% | -1 | -5% | -2% | 12% | 6% | -6% | -6%
O=C(Nc1ccccc1)/C(=C\c1cccs1)NC(=O)c1ccccc1
    2% | ? | ? | -56% | 13 | 12% | 0% | 14% | -1% | 1% | -4%
CCN(C(=O)COC(=O)/C=C/c1cccc([N+](=O)[O-])c1)c1c(N)n(Cc2ccccc2)c(=O)[nH]c1=O
    2% | -22% | nt | nt | 1 | 2% | 16% | -14% | -5% | ? | 1%
Cc1cc(C(=O)N/N=C/c2cc(Cl)cc([N+](=O)[O-])c2O)c2ccccc2n1
    -1% | ? | 11µM* | 1.6µM* | -10 | -1% | -15% | -84% | -12% | -7% | 1%
CCOc1ncccc1C(=O)OCC(=O)c1ccc[nH]1
    -5% | 1% | 5% | 1% | -5 | -5% | 6% | -1% | 5% | -3% | 8%
CC(Sc1nnnn1C1CCCC1)C(=O)Nc1cccc(S(=O)(=O)N2CCOCC2)c1 (centres undefined)
    -2% | -28% | nt | nt | 13 | -5% | -4% | -9% | 0% | 14% | -2%
O=C(CC1NCCN(Cc2ccccc2)C1=O)Nc1ccccc1 (centres undefined)
    0% | 11% | 23% | 29% | 2 | -6% | 3% | 8% | 0% | 3% | 1%
CN1CCN(CCCNc2c(C=O)c(=O)[nH]c3ccccc23)CC1
    1% | 5% | 0% | -27% | 1 | -2% | 0% | 3% | -2% | nt | 2%
Fc1ccc(-c2nc3c(Cl)cc(C(F)(F)F)cn3c2Cl)cc1
    16µM* | ? | -7%[0.365 µM] | ? | -5 | 0% | -10% | -48% | ? | ? | -1%
CCC/C=C(\CCC)C(NS(=O)(=O)c1ccc(C(F)(F)F)cc1)c1ccccc1 (centres undefined)
    0% | 8% | ? | -34%&41% | 18 | -1% | -3% | nt | 2% | 22% | -4%
Cc1ccc(OCC(=O)N2CCN(C(=O)c3ccncc3)CC2)cc1
    0% | 8% | -4% | 2% | -2 | 0% | 2% | 17% | -6% | 1% | -3%
Cc1noc(C)c1COc1ccc(C(=O)OC(C)C(=O)Nc2ccc(N3CCOCC3)cc2)cc1 (centres undefined)
    ? | -8% | 1% | -15% | 2 | 0% | 3% | -26% | -16% | 1% | 1%
CCc1ccc2nc3c(c(C(=O)O)c2c1)CCC3
    4% | 4% | -16% | ? | 7 | 27% | -5% | 3% | 2% | -1% | 23%
COc1ccccc1NS(=O)(=O)c1cc(NC(=O)C2CCCC2)ccc1N1CCOCC1
    7% | 18% | 2% | -3% | 5 | 14% | 6% | -46% | -18% | 1% | 5%
COc1ccc(NC(=O)CCCC(=O)c2ccccc2)cc1
    10% | ? | 5% | 4% | 20 | -12% | 0% | -13% | ? | 10% | 2%
COc1ccc(-n2cnnc2SCC(=O)Nc2cccnc2Cl)cc1
    -1% | -3% | 1% | 15% | -3 | 9% | 1% | 0% | -3% | -3% | -2%
O=S(=O)(Nc1cccc(-c2ccc(N3CCCCCC3)nn2)c1)c1ccc(F)cc1
    ? | ? | -13% | 19% | ? | ? | 5% | ? | 5.4µM* | ? | ?
O=C(c1ccc2ccccc2c1)N1CCOCC1
    5% | 17% | nt | nt | 0 | -2% | 3% | 10% | -4% | 7% | -3%
CC(NC(=O)CCSCc1ccccc1F)c1ccccc1 (centres undefined)
    11% | ? | ? | 29% | 0 | 20% | 0% | 83% | ? | 18% | 18%
CNC(=O)C1=C(C)Nc2nc3ccccc3n2C1c1cccc(OC)c1 (centres undefined)
    -3% | 12% | -2% | -1% | -2 | -3% | 1% | 0% | 1% | 6% | 0%
COc1cc(C(=O)NCCc2ccccc2)ccc1OCC(=O)N1CCOCC1
    0% | 13% | nt | nt | -1 | -8% | 10% | -10% | -9% | 1% | 2%
Cc1ccccc1NC(=O)C1CCN(c2cnccn2)CC1
    1% | -18% | -15% | -4% | 0 | 1% | 1% | 4% | -1% | 0% | -1%
